Compound activity (PubChem BioAssay)
CHT allo act: CHT positive allosteric modulators, primary screen, cell-based, membrane potential dye, choline EC20; High affinity choline transporter 1 (Homo sapiens), Q9GZV3; 310,000 tested, 0.49% active; B-score at 10 µM; CHT-expressing cells; active compounds read high; LV-AA mutant CHT in HEK293 cells; AID 488977, 2010;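 active = initial fluorescence not abnormally high and integrated response B-score, plate-corrected, over 3 SD above library mean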
Target sequence (Q9GZV3 whole entry, looked up): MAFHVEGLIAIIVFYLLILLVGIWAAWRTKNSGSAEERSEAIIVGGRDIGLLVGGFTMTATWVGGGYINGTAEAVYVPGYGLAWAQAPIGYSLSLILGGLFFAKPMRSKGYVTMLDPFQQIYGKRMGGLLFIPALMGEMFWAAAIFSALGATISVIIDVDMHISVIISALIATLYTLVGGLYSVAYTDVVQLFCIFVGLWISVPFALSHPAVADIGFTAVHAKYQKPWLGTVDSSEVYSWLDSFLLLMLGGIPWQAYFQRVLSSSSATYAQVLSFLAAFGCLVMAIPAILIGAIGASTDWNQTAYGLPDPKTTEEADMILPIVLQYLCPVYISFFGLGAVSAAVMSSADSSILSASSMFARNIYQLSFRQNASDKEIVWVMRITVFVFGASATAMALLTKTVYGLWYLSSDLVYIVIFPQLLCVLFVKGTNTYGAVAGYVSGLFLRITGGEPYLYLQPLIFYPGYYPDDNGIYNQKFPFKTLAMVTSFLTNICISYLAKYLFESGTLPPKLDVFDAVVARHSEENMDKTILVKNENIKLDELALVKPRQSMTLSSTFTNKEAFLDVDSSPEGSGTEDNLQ
OX1R antag: OX1R (HCRTR1) antagonists, primary screen, fluorescence, CHO/OX1R cells, Fluo-8 calcium, orexin A. inhibition, % at 5 µM. 330,000 tested, 0.43% active. Fluo-8 calcium fluorescence;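 active = inhibition above its plate's threshold, mean inhibition of all tested compounds on the plate plus 3 SD, cut at about 37% in these data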;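 also: 0% = orexin A challenge wells and 100% = SB-334867-A antagonist wells; not every result past the cut was called active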
Target sequence (O43613 whole entry, looked up): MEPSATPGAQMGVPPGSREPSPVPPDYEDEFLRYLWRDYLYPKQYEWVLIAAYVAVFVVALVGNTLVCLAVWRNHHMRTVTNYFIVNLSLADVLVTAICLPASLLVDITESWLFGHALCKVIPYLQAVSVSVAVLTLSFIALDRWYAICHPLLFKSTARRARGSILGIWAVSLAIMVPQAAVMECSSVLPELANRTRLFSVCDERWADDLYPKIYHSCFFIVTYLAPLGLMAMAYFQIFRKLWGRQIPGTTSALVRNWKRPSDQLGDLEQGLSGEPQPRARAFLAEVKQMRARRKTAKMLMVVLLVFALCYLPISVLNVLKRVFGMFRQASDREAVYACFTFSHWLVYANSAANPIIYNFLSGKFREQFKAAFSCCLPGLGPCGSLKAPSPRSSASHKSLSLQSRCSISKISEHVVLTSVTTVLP
* = called active by the depositor; i = inactive; / = not tested or not shown; & = joins results of further samples. An unsorted share of the library; any-hit rate near 0.83%.

SMILES	CHT allo act	OX1R antag
O=[N+]([O-])c1cccc(/C=N/Nc2ccccn2)c1	i	-13
CC1(C)CC(NC(=O)COc2ccc(Br)cc2Cl)CC(C)(C)N1	i	-10
O=S(=O)(c1ccc(-c2ccccc2)cc1)N1CCOCC1	i	-6
CCN(CC(=O)Nc1ccccc1C(F)(F)F)C(=O)c1ccc(=O)n(Cc2ccccc2)n1	i	9
COc1cc(Cl)c(C)cc1NC(=O)COC(=O)c1cnc(C)cn1	i	-21
COc1ccccc1NS(=O)(=O)c1cccc(C(=O)NCc2ccncc2)c1	i	-20
Cc1cc(C)cc(NC(=O)Nc2ccc(NC(=O)c3ccccc3O)cc2)c1	i	-25
O=C1CNC(=O)N1Cc1ccc(Br)cc1	i	-15
COCCN(C(=O)CSCC(=O)Nc1ccc(C)cc1)c1c(N)n(CC(C)C)c(=O)[nH]c1=O	/	4
Cc1onc(-c2ccccc2)c1-c1nc2ccccc2c(=O)o1	i	-11
CN(CC(=O)Nc1c(Cl)cccc1Cl)C(=O)C1CSC2(C)CCC(=O)N12 (configuration not stated)	i	-8
COC(=O)c1sccc1NC(=O)c1cccs1	i	-4
CN(C)S(=O)(=O)c1cc(NC(=O)CN2CCNC(=O)C2)ccc1Cl	i	0
Cc1ccc2cc(/C=N/NC(=O)[C@H](C)NC(=O)OC(C)(C)C)c(Cl)nc2c1	i	-21
N#CC(=C=[N-])c1nc2ccccc2nc1-[n+]1cccc(NC(=O)c2ccccc2)c1	i	-10&-3
COc1ccccc1N1C(=O)CC(Sc2ncccc2C(=O)O)C1=O (configuration not stated)	i	-8
O=C(NCc1ccccc1)c1cc(-c2cccc(O)c2)on1	i	-3
O=S(=O)(c1ccc(F)cc1)N1CCC(O)(c2ccc3c(c2)OCO3)CC1	i	-11
COCCn1c(-c2cc(OC)c(OC)c(OC)c2)nc2oc3ccccc3c(=O)c2c1=O	i	-34
Cc1ccc(NC(=O)CSCC(=O)Nc2cc(C(F)(F)F)ccc2N2CCOCC2)cc1	i	-18
CN1CCN(C(=O)C(Cc2ccccc2)NS(=O)(=O)c2ccc3c(c2)CCC(=O)N3)CC1 (configuration not stated)	i	-9
Fc1ccccc1N1CCN(C2CCN(Cc3c[nH]c4ccccc34)CC2)CC1	i	-6
COc1ccc(C(=O)N/N=C2\CCc3ccccc32)cc1OC	i	-6
CCOC(=O)c1cnn(-c2ncnc3c2oc2ccccc23)c1N	i	26
COc1ccc(C(=O)Nc2cc(C(C)=O)c(C)oc2=O)cc1	i	3
c1ccc2oc(SCc3cn4ccsc4n3)nc2c1	i	-3
Cc1c(NC(=S)SCc2ccccc2)c(=O)n(-c2ccccc2)n1C	i	-10
C[C@@H]1C=C[C@](Cc2ccccc2)(C(=O)NCC2CC2)N1C(=O)c1ccccc1	i	-7
CC(C)COP(=O)(CNC(=O)CN1C(=O)c2ccccc2S1(=O)=O)OCC(C)C	i	-21
O=C(CC(C(=O)O)c1cccc(Cl)c1)c1ccccc1 (configuration not stated)	i	-14
NC(=O)c1sc2nc3c(c(-c4ccc(Cl)cc4)c2c1N)CCCC3	i	-35
CN(C)S(=O)(=O)c1cccc(NC(=O)CCc2nc3sc4c(c3c(=O)[nH]2)CCCC4)c1	/	8
COc1ccccc1Oc1ccc(NC(=O)Cc2ccccc2)cc1	i	-4
O=C1NC(c2ccccn2)Nc2sc3c(c21)CCC3 (configuration not stated)	i	-5
COc1ccc(CN2C(=O)c3cccnc3C2Nc2ccc(C)cc2)cc1 (configuration not stated)	i	-18
CC(C)C(=O)NC(c1ccco1)c1ccc2cccnc2c1O (configuration not stated)	i	-31

Compound profiles (already shown).
CC(C)COP(=O)(CNC(=O)CN1C(=O)c2ccccc2S1(=O)=O)OCC(C)C as listed: CHT allo act = i; OX1R antag = -21
O=C1NC(c2ccccn2)Nc2sc3c(c21)CCC3 (configuration not stated) as listed: CHT allo act = i; OX1R antag = -5
NC(=O)c1sc2nc3c(c(-c4ccc(Cl)cc4)c2c1N)CCCC3 as listed: CHT allo act = i; OX1R antag = -35

More records:
SMILES	CHT allo act	OX1R antag
Fc1ccc(NC(=S)N/N=C/c2ccc(F)c(F)c2)c(F)c1	i	-20
COC(=O)CCC(=O)Nc1ccc2oc3c(c2c1)CCCC3	i	-17
O=C(NC(=S)N1CCN(Cc2ccc3c(c2)OCO3)CC1)c1cccc(Br)c1	i	-14
Cc1ccc(S(=O)(=O)NCc2nc3ccccc3[nH]2)cc1	i	-18
CCCCCCOC(=O)Sc1nc2ccccc2o1	i	-10
CC1Cc2ccccc2N1S(=O)(=O)c1cccc(C(=O)NCc2ccco2)c1 (configuration not stated)	/	-17
CC(=O)NC(CCS(C)(=O)=O)C(=O)Nc1cccc(C(C)=O)c1 (configuration not stated)	i	8
Cc1ccc(C)c(NC(=S)NCc2cccn2C)c1	i	-32
CS(=O)(=O)N(CCc1ccccc1)CC(=O)NCC1CCCO1 (configuration not stated)	i	-5
O=C(CSCc1ccc(Cl)cc1)NCCSCc1ccco1	i	0
COCCN1C(=O)c2oc3ccccc3c(=O)c2C1c1cccc(O)c1 (configuration not stated)	i	-16
CCN1C(=O)NC(c2ccccc2)C1=O (configuration not stated)	i	-7

Arranged by the number under OX1R antag (falling): some entries from above
SMILES | OX1R antag
CS(=O)(=O)N(CCc1ccccc1)CC(=O)NCC1CCCO1 (configuration not stated) | -5
CCCCCCOC(=O)Sc1nc2ccccc2o1 | -10
CC1Cc2ccccc2N1S(=O)(=O)c1cccc(C(=O)NCc2ccco2)c1 (configuration not stated) | -17

Next results follow.
SMILES	CHT allo act	OX1R antag
Cc1c(C(C)(C)C)c(C=S)n2ccccc12	i	-22
O=C(NCc1ccncc1)c1nc(-c2ccc(C(F)(F)F)cc2)no1	i	-9
Cc1nc(NC(C)c2ccccc2)c2oc3ccccc3c2n1 (configuration not stated)	i	14
COc1ccc(N)cc1-n1c(C)ccc1C	i	1
O=C(NCC(c1ccco1)N1CCCC1)c1cccc(S(=O)(=O)N2CCOCC2)c1 (configuration not stated)	/	-16
CC(NC(=O)/C(C#N)=C/c1ccc(Cl)c([N+](=O)[O-])c1)c1ccccc1 (configuration not stated)	i	-28
Cc1cc(C)nc(-n2nc(C)c(C3(O)C(=O)Nc4ccc(F)cc43)c2N)n1 (configuration not stated)	i	-11
Cc1ccc(C(=O)N(CC(C)C)c2nc3ccccc3s2)o1	i	-37
Cc1ccc2c(c1)NC(=O)C(CC(=O)NCCCN1CCCC1=O)O2 (configuration not stated)	i	-1
CC(=O)c1ccc(OCC(=O)N(CCC2=CCCCC2)c2c(N)n(Cc3ccccc3)c(=O)[nH]c2=O)cc1	i	-37
COc1cccc(NC(=O)COc2ccc(C)cc2)c1	i	-22
CCCOc1ccc(-c2nnn(CC(=O)OCC)n2)cc1	i	-16
Cn1c(=O)c2c(nc(SCC(=O)NC34CC5CC(CC(C5)C3)C4)n2C)n(C)c1=O	i	-8
O=C(NCc1ccco1)C1CCN(c2ccc(S(=O)(=O)N3CCOCC3)cc2[N+](=O)[O-])CC1	i	-7
CCCCN(C)CCNC(=O)c1cc(-c2cccnc2)nc2ccc(S(=O)(=O)N3CCC(C)CC3)cc12	i	-37
CCN(CC)S(=O)(=O)c1cc(C)ccc1NC(=S)Nc1cccnc1	i	-20
c1ccc(C2=Nc3c(ccc4ccccc34)C(c3ccncc3)=NN2)cc1	i	-37
Cc1cc(C(=O)CSc2n[nH]c(N)n2)c(C)n1C1CC1	i	-18
O=C1C=C(c2cccc(O)c2)CCC1	i	-8
C=C1C(C(=O)N2CCOCC2)C1C(=O)N1CCOCC1 (configuration not stated)	i	-4
Clc1ccc(CSc2nnc(-c3ccncc3)o2)c(Cl)c1	i	-23
Cc1ccc(NC(=S)NNC(=S)NCc2ccccc2)cc1	i	-5
COC(=O)c1cc(/C=C/c2ccccc2)[nH]n1	i	-11
O=C1N=C(N2CCN(c3ccccc3)CC2)S/C1=C/c1ccco1	i	-14
CCCNC(=O)Nc1cccc(C(=O)OC)c1	i	7
O=C(O)CCSc1nnc(COc2ccc(Cl)cc2)n1-c1ccccc1	i	0
COc1ccc(-c2cc(C(=O)NN)n(-c3ccccc3)n2)cc1	i	-13
CCN1C(=O)CC(c2ccc(OC(C)C)cc2)C1=O (configuration not stated)	i	-14
O=C(c1ccncc1)N1CCN(CCc2ccccc2)CC1	i	-9
O=C(O)CSc1ncnc2sc(-c3ccccc3)cc12	i	-2
O=C1OCCN1C(=O)[C@H]1[C@H](c2ccc(F)cc2)C(c2cccc(Cl)c2)=NN1c1ccccc1	/	-17
CN1CCN(CCCNc2c(C=O)c(=O)[nH]c3ccccc23)CC1	i	/
CCOC(=O)C1CCN(C(=O)CCC(=O)NNc2nc3ccccc3c3nc(C)nn23)CC1	i	-18
COC(=O)[C@]1(Cc2ccccc2)N[C@H](CN(C)S(=O)(=O)c2ccc(C)cc2)[C@@H]2C(=O)N(Cc3ccccc3)C(=O)[C@@H]21	/	2
COc1ccc(NC(=O)CSc2nnnn2C2CCCCC2)c(OC)c1	i	-8
COc1ccc(OCCCC(=O)OC(C)C(=O)Nc2ccc(NC(C)=O)cc2)cc1 (configuration not stated)	i	-12
CCC(c1nnnn1CCOC)N1CCN(C(=O)c2ccco2)CC1 (configuration not stated)	i	3
Cc1ccccc1Nc1ccc(S(=O)(=O)N2CCOCC2)cc1[N+](=O)[O-]	i	-9
O=C(CSCc1ccc(F)cc1)Nc1nc2c(s1)CCCC2	i	-34
O=C(COC(=O)c1cccc(Cl)c1)NCc1ccccc1	/	-8
CCn1cc(C(=O)NC2CCCCC2C)c(=O)c2ccc(C)nc21 (configuration not stated)	i	-11
O=C1CC(Cc2ccccc2)C(=O)N1Cc1ccco1 (configuration not stated)	i	-5
CC(=O)c1ccc(N2CCN(C(=O)CN3C(=O)NC4(CCCCC4)C3=O)CC2)c(F)c1	/	-5
CCCOC(=O)C1[C@H]2C(=O)N(CCCOC)C[C@]23C=C[C@H]1O3 (some centres not stated)	i	5
Oc1ccc(N2CCN(CC(O)c3ccccc3)CC2)cc1 (configuration not stated)	i	-10
CCOCCOC(NC(=O)c1ccccc1)(C(F)(F)F)C(F)(F)F	i	-6
O=C(Nc1cccnc1)c1cccnc1Cl	i	-7
Cc1ccc(S(=O)(=O)CCC(=O)Nc2ccccc2Br)cc1	i	-10

Single values from the list:
Under OX1R antag, CCOCCOC(NC(=O)c1ccccc1)(C(F)(F)F)C(F)(F)F has the entry -6
Under OX1R antag, Cc1ccccc1Nc1ccc(S(=O)(=O)N2CCOCC2)cc1[N+](=O)[O-] has the entry -9

Next results:
SMILES	CHT allo act	OX1R antag
N#C/C(=C\c1cn(CCOc2ccccc2F)c2ccccc12)C(=O)NCc1cccs1	i	-42
O=C(CN1C(=O)NC(Cc2c[nH]c3ccccc23)C1=O)NC1CCCCC1 (configuration not stated)	/	-11
CC/C(=N/Nc1ccccc1)c1cnnc(SC)n1	i	-10
COc1ccc(N2C(=O)NC(NC(=O)C(C)(C)C)(C(F)(F)F)C2=O)cc1 (configuration not stated)	i	-3
COc1ccccc1-c1nnc(SC(C)C(=O)Nc2ccc(C(N)=O)cc2)o1 (configuration not stated)	i	-11
CC(=O)Nc1nnc(-c2c(-c3ccccc3Cl)noc2C)o1	i	-2
COCCN(C(=O)COC(=O)C1CC1)c1c(N)n(Cc2ccccc2)c(=O)[nH]c1=O	i	-14
O=C(COc1ccc(/C=N/NC(=O)c2ccccc2)cc1)Nc1ccc([N+](=O)[O-])cc1	i	-3
CC(C)OCCCn1c(SC(C)C(=O)NC2CC2)nc2ccccc2c1=O (configuration not stated)	i	-25
CC(=O)c1cccc(S(=O)(=O)Nc2cccnc2)c1	i	-18
CC(C)NC(=O)c1ccc2c(=O)n(C3CCCC3)c(=S)[nH]c2c1	i	-10
O=C(COC(=O)Cc1c(F)cccc1Cl)NC(=O)Nc1ccccc1F	/	3
COC(=O)c1cc2oc(C)cc2n1CC(=O)N(C)c1ccccc1	i	-24
CCOc1cc(C(=O)NC(C)Cc2cccs2)cc(OCC)c1OCC (configuration not stated)	i	-37
Cc1nnc(-c2ccco2)c2cn(-c3cccc(Br)c3)nc12	i	-43
O=C1NCCOC(=O)[C@H](Cc2ccc(F)cc2)C/C=C\C[C@H]1CC(=O)N(CCO)Cc1ccccc1	/	-10
CCOc1ccc(C(=O)NCCc2cnc[nH]2)cc1OCC	i	-2
CC(=O)Nc1ccc(S(=O)(=O)Nc2nc3ccccc3nc2Nc2ccc(O)c(C(=O)O)c2)cc1	i	-8
O=C(c1cc(-c2cccc(Cl)c2)on1)N1CCN(c2ccc(F)cc2)CC1	i	6
COc1ccc(/C=C/C(=O)O)cc1S(=O)(=O)NCc1cccnc1	i	-6
CCOC(=O)c1ccc(NC(=O)Nc2cc(C)cc(C)n2)cc1	i	-12
O=C(NCC1CCCO1)c1nn2c(c1Cl)NC(c1ccc(F)cc1)CC2C(F)(F)F (configuration not stated)	i	-12
CCS(=O)(=O)N1CCC(C(=O)Nc2ccc3c(c2)CCC3)CC1	i	-22

Part of the list above, with values under each structure.
Each structure is followed by: CHT allo act, OX1R antag
- CN1CCN(C(=O)C(Cc2ccccc2)NS(=O)(=O)c2ccc3c(c2)CCC(=O)N3)CC1 (configuration not stated)
  i, -9
- N#C/C(=C\c1cn(CCOc2ccccc2F)c2ccccc12)C(=O)NCc1cccs1
  i, -42
- O=C(c1ccncc1)N1CCN(CCc2ccccc2)CC1
  i, -9
- COc1ccc(CN2C(=O)c3cccnc3C2Nc2ccc(C)cc2)cc1 (configuration not stated)
  i, -18
- O=C(CC(C(=O)O)c1cccc(Cl)c1)c1ccccc1 (configuration not stated)
  i, -14
